FUS suppressor: FUS proteinopathy suppression in yeast; Potency, µM (series often up to 76.6 µM), for inactives: at the top dose growth rescue (activation), hits mostly activators; actives 0.24% (n = 390,000); AID 1347120; S. cerevisiae FUS-expressing, growth rescue, OD600, 24 h;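 also: potency is read from the fitted curve at half-maximal effect; plate controls were DMSO vehicle for no effect and reference control for full effect; nearly all actives have a fitted effect of over 55% in size; some results filed as inactive show a strong effect at the top dose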
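Cultures pregrown in 2.5% raffinose medium are shifted to minimal medium containing 2% galactose to express toxic FUS. Compounds are tested at several concentrations. After 24hr at 30C, growth is quantified at 600 nm absorbance.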
aSyn yeast inh: inhibitors of alpha-synuclein toxicity in yeast | Yeast expressing alpha-synuclein, growth rescue, BacTiter-Glo, 24 h | Potency, µM (doses to about 46.1 µM), for inactives: top-dose growth rescue (activation), usual class: activators | actives 0.14% (n = 370,000) | AID 652106; also: potency is read from the fitted curve at half-maximal effect; % of control where 0% means no effect; nearly all actives have a fitted effect of over 65% in size
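Readout is rescue of growth in alpha-synuclein-expressing yeast, so inhibitors of toxicity appear as activators. Growth after 24 hr at 30 deg C in galactose medium is quantified by luminescence.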
HEK293 tox: cytotoxicity in counter-screen for GLP-1R inverse agonists; HEK293 cAMP-luciferase reporter cells, luminescence, 24 h; Potency, µM (doses to about 38.3 µM), without a hit: at the highest dose activity change, negative = inhibition, usual class: inhibitors; actives 0.13% (n = 410,000); AID 624418;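 also: loss of luciferase light is scored as toxicity; potency is read from the fitted curve at half-maximal effect; % is scaled to controls: 0 for no effect and ±100 for the full control effect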
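Step one: seed cells (200 cells/uL, DMEM with 10% Nu serum, 1% pen-strep). Step two: 12-hour incubation at 37 deg C. Step three: pin 23 nL compound, incubate 24 hr. Step four: add luciferase reagent, read luminescence 12 min later.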
TDP-43 yeast inh: TDP-43 toxicity inhibition in yeast. TDP-43 expressing yeast growth rescue, BacTiter-Glo, 24 h. Potency, µM (top dose mostly 46.1 µM), inactives show at the top dose growth rescue (activation), most hits filed as activators. actives 1.8% (n = 410,000); also: potency is read from the fitted curve at half-maximal effect; % of control where 0% means no effect; nearly all actives have a fitted effect of over 50% in size
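Galactose-induced TDP-43 yeast, OD600=0.02, compound pinned; 24 hr, 30 deg C; BacTiter-Glo luminescence for growth. Inhibitors of TDP-43 toxicity read as activators.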
pAkt inh: Akt phosphorylation inhibition. Neuro2A IGF-stimulated pAkt S473 HTRF, 20 min; stronger effect = lower value. activity change, % for hits at 50 µM. actives 0.32% (n = 360,000); in the data active = activity change below about -80%; inconclusive = mostly about -51% to -80%; also: % is scaled to controls: 0 for no effect and ±100 for the full control effect
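Single-point screen (50 µM final compound) in Neuro2A cells stimulated 20 min with 6 nM IGF at 37 deg C. After lysis, Ser473-phosphorylated Akt read by HTRF (ex 330 nm, em 615/665 nm) as the 665/615 ratio.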
Abeta yeast res: restores growth of yeast expressing A-beta42 peptide; actives 0.063% (n = 410,000); Potency, µM (top dose mostly 46.1 µM), for the others: at the highest dose growth rescue, usual class: activators; yeast expressing A-beta42, growth rescue, OD600, 48 h; response scale: 0% DMSO, 100% iron-clioquinol control; AID 1347071; also: potency is read from the fitted curve at half-maximal effect; nearly all actives have a fitted effect of over 55% in size
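Growth rescue measured by 600 nm absorbance after 48 h yeast culture at 30 C with compound. Values normalized between DMSO and an equimolar ferric chloride plus clioquinol control.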
MmCpn inh: blocks the Methanococcus maripaludis chaperonin Mm-Cpn. purified Mm-Cpn ATPase, ADP Transcreener TR-FRET. Potency, µM (highest dose often 76.9 µM), for the others: top-dose activity, negative = inhibition, most hits filed as inhibitors. actives 0.031% (n = 330,000). AID 504842; also: potency is read from the fitted curve at half-maximal effect; % is scaled to controls: 0 for no effect and ±100 for the full control effect; nearly all actives have a fitted effect of over 80% in size
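Measured: ADP formation by purified Mm-CPN. Conditions: 25 nM protein, 10 uM ATP, Tris pH 7.4 with Mg2+, K+ and DTT, 37°C for 30 min. Detection: Transcreener HTRF after 30 min at room temperature.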
PTHR1 agonist: activates the human parathyroid hormone receptor PTHR1 | HEK293 GP2 PTHR1 cells, GloSensor cAMP luminescence, 1 h | Potency, µM (series often up to 115 µM), for the others: at the highest dose activation, most hits filed as activators | actives 0.075% (n = 410,000) | AID 743266; also: potency is read from the fitted curve at half-maximal effect; nearly all actives have a fitted effect of over 55% in size; some results filed as inactive show a strong effect at the top dose; inactives centre near -15; many of its hits are not listed in these tables
Target sequence (Q03431 whole entry, looked up): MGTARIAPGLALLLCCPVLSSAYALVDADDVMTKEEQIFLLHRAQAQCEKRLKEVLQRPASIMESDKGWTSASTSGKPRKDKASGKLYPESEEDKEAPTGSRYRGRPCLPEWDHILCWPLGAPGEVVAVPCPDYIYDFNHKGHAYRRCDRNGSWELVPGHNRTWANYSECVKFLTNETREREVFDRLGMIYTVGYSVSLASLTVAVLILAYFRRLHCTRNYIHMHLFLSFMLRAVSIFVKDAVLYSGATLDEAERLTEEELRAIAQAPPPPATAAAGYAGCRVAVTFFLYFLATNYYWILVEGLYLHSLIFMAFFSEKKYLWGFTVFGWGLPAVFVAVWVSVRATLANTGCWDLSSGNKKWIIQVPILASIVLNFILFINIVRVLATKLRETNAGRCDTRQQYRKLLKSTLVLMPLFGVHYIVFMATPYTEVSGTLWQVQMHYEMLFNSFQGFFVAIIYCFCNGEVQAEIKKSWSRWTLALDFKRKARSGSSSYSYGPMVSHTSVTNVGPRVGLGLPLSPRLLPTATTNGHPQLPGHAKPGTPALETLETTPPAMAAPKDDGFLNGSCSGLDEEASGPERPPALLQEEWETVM
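HEK-293-derived GP2 cells expressing PTHR1 and a GloSensor cAMP reporter, 3,000/well, plated overnight, given luciferin plus IBMX (each 0.5 mM as added) for 1 h at 37 °C, then compound for 1 h at 37 °C. Luminescence was read after 15 min at room temperature.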
GLP1R inv ag: GLP-1 receptor (human) inverse agonism; HEK293 GLP-1R CRE-luciferase, luminescence, 24 h; GLP-1R form is constitutively active; Potency, µM (titrated, usually from 38.3 µM), for the others: at the highest dose activity change, negative = inhibition, hits mostly inhibitors; actives 1.6% (n = 410,000); AID 624417; also: potency is read from the fitted curve at half-maximal effect; % is scaled to controls: 0 for no effect and ±100 for the full control effect; nearly all actives have a fitted effect of over 55% in size
Target sequence (P43220 whole entry, looked up): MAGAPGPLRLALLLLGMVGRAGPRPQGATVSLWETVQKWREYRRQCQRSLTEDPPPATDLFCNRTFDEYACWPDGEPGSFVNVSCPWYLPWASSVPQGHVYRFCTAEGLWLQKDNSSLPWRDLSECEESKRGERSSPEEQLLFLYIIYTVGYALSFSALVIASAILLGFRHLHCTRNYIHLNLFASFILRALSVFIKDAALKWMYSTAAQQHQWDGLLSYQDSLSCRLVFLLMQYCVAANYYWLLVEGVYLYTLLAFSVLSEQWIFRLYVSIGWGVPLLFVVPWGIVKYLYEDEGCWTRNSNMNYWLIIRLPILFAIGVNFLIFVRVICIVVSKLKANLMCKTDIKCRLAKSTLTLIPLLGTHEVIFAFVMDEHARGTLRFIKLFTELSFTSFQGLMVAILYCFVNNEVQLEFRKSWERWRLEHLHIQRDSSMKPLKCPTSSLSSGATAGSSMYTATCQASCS
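GLP-1R inverse agonism mode: basal reporter luminescence in engineered HEK293 cells measured after one day of compound exposure at 37 deg C, with a 12 min room-temperature detection step.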
The depositor's hits bear a star; i = inactive; ? = inconclusive; / = not tested or not shown; & = joins results of further samples; [ ] = another dose, or the depositor's remark. Unless noted, calls follow the shape of the dose curve; as a rule, active = well fitted curve in the direction sought with a large enough effect; inconclusive = small, poorly fitted or top-dose-only effect, or another doubt; inactive = no such curve, though single readings can be large; an effect the other way counts as inactive or inconclusive.

SMILES	FUS suppressor	aSyn yeast inh	HEK293 tox	TDP-43 yeast inh	pAkt inh	Abeta yeast res	MmCpn inh	PTHR1 agonist	GLP1R inv ag
Cc1cc(C)n(CCN(C)Cc2cn[nH]c2-c2ccc(F)cc2F)n1	-32%	-12%	-15%	11%	i	1%	0%	i	20%
CCOc1ccc(C(=O)CCC(=O)NC(C)C(=O)OC)cc1 (stereo not given)	8%	2%	-4%	/	i	4%	-1%	-22%	-3%
CC(=O)N1CCC(=NNc2ccc(S(N)(=O)=O)cc2[N+](=O)[O-])CC1	7%	8%	-2%	-2%	i	-11%	1%	i	23%
CC(=O)Nc1ccc(NC(=O)Nc2sc3nc4n(c(=O)c3c2C)CCC(C)CC4)cc1 (stereo not given)	32%	/	4%	0%	/	6%	/	-2%	2%
COc1ccc(S(=O)(=O)N(CC(=O)N2CCN(C)CC2)C2CCCCC2)cc1OC	2%	-10%	-18%	-3%	i	-4%	1%	i	2%
O=C(Nc1ccc(Cl)cc1Cl)C1=Cc2ccccc2OC1	21%	-7%	17%	-2%	i	6%	-7%	-18%[57.5 µM]	-11%
CCn1c(SCC(=O)NC)nnc1C(C)C	-8%	-9%	-16%	-4%	i	10%	0%	-11%[57.5 µM]	0%
COc1ccc(NC(=O)C2(C)CCN2Cc2ccc(OC)c3ccccc23)cc1OC (stereo not given)	6%	-4%	4%	13%	i	10%	/	-25%	-15%
CC(=C/C(=O)O)/C(=C\c1ccc(Br)o1)C(=O)O	25%	4%	-2%	-25%	i	-12%	-1%	-7%	34%[activator]
CC(C)CCNC(=O)c1ccc2c(c1)NC(=O)C(CS(=O)(=O)Cc1ccc(F)cc1)N2 (stereo not given)	-22%	/	-9%	21%	/	-32%	/	i	8%
CC1(C(=O)NCc2ccccc2)CN(S(C)(=O)=O)CC(=O)N1Cc1cccc(F)c1 (stereo not given)	11%	2%	-2%	-19%	i	-12%	/	9%	5%
Cc1ccc2cccc(NC(=S)NC(=O)c3ccccc3)c2n1	26%	-16%	?	?	i	0%	-16%	-32%[inhibitor]	0%
COc1ccc2nc(NC(=O)Nc3ccccc3OC)sc2c1	11%	-5%	-21%	-20%	i	2%	3%	-17%	-9%
CC(C)OC(=O)/C(C#N)=C/c1ccc(-c2ccc(SC(F)F)cc2)o1	/	9%	4%	-16%	i	7%	-5%	-45%[inhibitor]	20%
CCc1ccccc1NC(=O)CN(c1cccc(OC)c1)S(C)(=O)=O	29%	-2%	1%	-34%	i	4%	2%	i	-28%
Cc1cccc(NC(=O)c2ccccc2C(=O)Nc2cccc(C)c2)c1	7%	-1%	6%	18%	i	1%	/	-22%	0%
COc1ccc(C2=Nc3ccccc3N(C(=O)c3ccc(C)cc3)C2C(=O)Nc2c(C)cccc2C)cc1 (stereo not given)	26%	-1%	4%	9%	i	-9%	/	-1%	?
COc1ccc(Cn2cc(CN(C)C3CN(Cc4cn(Cc5ccc(OC)cc5)nn4)S(=O)(=O)C3)nn2)cc1 (stereo not given)	20%	-3%	-9%	0%	i	-4%	/	-71%[inhibitor]	17%
CCN(CC)Cc1cc(Oc2ccc(O)c(CN(CC)CC)c2)ccc1O	-1%	-3%	-3%	0%	i	-19%	/	24%	-1%
CCS(=O)(=O)N1CCc2cc(C(=O)Nc3cc(C(F)(F)F)ccc3Cl)ccc21	-3%	/	-8%	4%	/	-19%	/	-54%[inhibitor]	17%
COc1cccc(NC(=O)c2ccc(NC(=O)C(C)(C)C)cc2)c1	/	11%	6%	-3%	i	0%	-3%	-71%[inhibitor]	-18%
COc1ccc(C(=O)NC23CC4CC(CC(C4)C2)C3)cc1OC	-10%	-7%	1%	5%	i	15%	2%	-18%	-26%
CCOc1ccc(NC(=O)CSc2nc(C)c3c(c2C#N)CCCC3)cc1	21%	-2%	8%	-13%	i	3%	1%	?	9%
COc1ccc(S(=O)(=O)N2CCC(C(=O)NCCC(=O)NCc3ccccn3)CC2)cc1	13%	-1%	-28%	16%	i	-4%	/	i	2%
Cn1cccc1C(=O)OCc1ccc(F)cc1	-10%	-2%	-8%	6%	i	7%	0%	-45%[inhibitor]	1%
COc1ccc(/C=C(/NC(=O)c2ccco2)C(=O)N2CCc3ccccc32)cc1OC	20%	2%	-18%	1%	i	-7%	0%	i	11%
Cc1ccc(NC(=O)c2cc3c(Cl)nc4ccc(C)cc4c3s2)c(Cl)c1	-22%	/	2%	0%	/	-2%	/	i	9%
O=C(NCCN1CCN(c2cccc(Cl)c2)CC1)Nc1ccccc1	-27%&-26%	6%	-14%&1%	7%&-2%	i	6%&-12%	-2%	0%&-15%	?
O=C(COC(=O)c1ccc(F)cc1)Nc1ccc(Cl)cn1	-25%	-13%	-8%	-11%	i	-6%	-3%	-10%	18%
COC(=O)CCC(=O)c1oc2ccccc2c1N	11%	0%	4%	?	i	-6%	0%	i	10%

Given with values under each structure: entries from further up.
Each structure is followed by: FUS suppressor	aSyn yeast inh	HEK293 tox	TDP-43 yeast inh	pAkt inh	Abeta yeast res	MmCpn inh	PTHR1 agonist	GLP1R inv ag
COc1ccc(C(=O)NC23CC4CC(CC(C4)C2)C3)cc1OC
    -10%	-7%	1%	5%	i	15%	2%	-18%	-26%
CCOc1ccc(NC(=O)CSc2nc(C)c3c(c2C#N)CCCC3)cc1
    21%	-2%	8%	-13%	i	3%	1%	?	9%
COc1ccc(S(=O)(=O)N2CCC(C(=O)NCCC(=O)NCc3ccccn3)CC2)cc1
    13%	-1%	-28%	16%	i	-4%	/	i	2%
Cn1cccc1C(=O)OCc1ccc(F)cc1
    -10%	-2%	-8%	6%	i	7%	0%	-45%[inhibitor]	1%

Remaining list, next part.
SMILES	FUS suppressor	aSyn yeast inh	HEK293 tox	TDP-43 yeast inh	pAkt inh	Abeta yeast res	MmCpn inh	PTHR1 agonist	GLP1R inv ag
O=c1cc[nH]c2ccc(OC(F)(F)F)cc12	13%	0%	19%	-8%	i	-10%	0%	-16%	-10%
Cc1ccc2nc(C3CCCCC3)c(Cc3ccsc3)n2c1	-7%	1%	-7%	-4%	i	-15%	/	-10%	?
CC(C)CNc1nc(NC(C)(C)C)nc(Oc2ccc(=O)n(-c3ccccc3)n2)n1	33%	/	3%	3%	/	-10%	/	i	-27%
CCN(CC(=O)Nc1c(F)cccc1F)C(=O)c1ccc(OCc2c(C)noc2C)cc1	6%	-3%	-2%	15%	i	-6%	1%	-28%	6%
COC(=O)c1scc(C)c1NC(=O)c1ccc(Cl)cc1	9%	-1%	-3%	?	i	-7%	0%	-3%	9%
O=C(CN1C(=O)CCOc2ccccc21)Nc1cccc(S(=O)(=O)N2CCOCC2)c1	/	4%	-16%	1%	i	-8%	0%	i	4%
CCn1c(C)c(C)c2cc(C(=O)NCCCN3CCOCC3)ccc21	-1%	1%	-15%	3%	i	-6%	2%	i	?
O=C(NCCCn1ccnc1)c1ccc(Cl)c(S(=O)(=O)N2CCOCC2)c1	8%	-3%	-14%	-9%	i	11%	3%	i	1%
CCCCCC(=O)Nc1cccc(C2=NOC3(C2)C[C@@H](C(N)=O)N(C(=O)c2ccc(Cl)cc2)C3)c1 (stereo not given in full)	26%	0%	-7%	?	i	1%	0%	-14%	?
CCCCN(CCCC)S(=O)(=O)c1ccc(C(=O)Nc2nnc(COC)o2)cc1	25%	?	-21%	13µM*	i	1%	-2%	-20%	?
O=C(Nc1ccc2oc(=O)c(C(=O)O)cc2c1)Oc1ccccc1	47%	-6%	36%[activator]	-38%	i	-2%	/	0%	-9%
CC(=O)NC1(c2ccccc2)CCN(C(=O)N2CCOCC2)CC1	10%	-11%	4%	-5%	i	-3%	4%	i	17%
COc1cccc(/C=C/C(=O)NNC(=O)c2ccncc2)c1	13%	1%	8%	5%	i	-15%	-1%	i	10%
Cc1cc(C(=O)N/N=C/c2ccc3c(c2)OCO3)c(C)o1	12%	0%	16%	-10%	i	-6%	3%	i	10%
CNC[C@@H](CC1CCCCC1)NC[C@H](CC(C)C)NCCc1cccc(C(F)(F)F)c1	10%	-28%	?	3%	i	-9%	-6%	5%	?
O=C(c1cccc2ccccc12)N1CCN(c2ccc([N+](=O)[O-])c(NCc3ccco3)c2)CC1	-4%	7%	-20%	-3%	i	7%	3%	i	15%
COc1ccc(C(=O)NC2CCCCCC2)cc1S(=O)(=O)N1CCCC1	7%	0%	1%	-11%	i	-21%	-4%	-50%[inhibitor]	0%
Cc1ccc(S(=O)(=O)N(CC#N)CC#N)cc1	2%	3%	-2%	9%	i	-1%	1%	-2%	1%
CCOC(=O)c1c(C)nc2c(C#N)cnn2c1C	-21%	-14%	-3%	13%	i	-1%	0%	-6%	45%[activator]
Cc1oc(C)c2c(=O)ccc3c(c12)OC(N)=C(C#N)C3c1ccccc1 (stereo not given)	44%	11%	0%	-19%	i	-4%	0%	-3%	14%
Cc1csc(NC(=O)C2CCCN(S(=O)(=O)c3ccc(Br)s3)C2)n1 (stereo not given)	40%	2%	-8%	?	i	?	0%	-25%	?
CCC(=O)N1CCC1(C)C(=O)Nc1ccc2scnc2c1 (stereo not given)	-5%	-1%	-4%	14%	i	3%	/	i	-10%
CCN(C[C@H]1N[C@@](Cc2ccccc2)(C(=O)OC)[C@H]2C(=O)N(Cc3ccccc3)C(=O)[C@@H]12)C(=O)COC	2%	0%	-1%	?	i	0%	-1%	i	9%
COc1cc(C(=O)Nc2nncs2)cc(OC)c1OC	3%	3%	-10%	8%	i	1%	-1%	-35%[inhibitor]	42%[activator]

A portion of the library. The share of hits here may be higher or lower than overall.
